Source: PubChem
Mdm2 ligase inh: MDM2-luciferase reporter signal enhancers, primary screen, MDM2 E3 ligase inhibitor project, cell-based, luminescence, 1536-well. cell-based MDM2 ubiquitination luciferase reporter, 2 h; 0 = plate control, 100 = twice control, blank-subtracted. 210,000 compounds, 0.11% hits. E3 ubiquitin-protein ligase Mdm2 (Homo sapiens), Q00987. signal enhancement, % at 5 µM;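 active = signal enhancement of 30% or more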;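 note: luminescence tracks abundance of the self-degrading MDM2-luciferase fusion protein; higher signal means inhibition of MDM2 E3 ligase activity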
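System: stable MDM2–luciferase fusion reporter cells / Input: 2000 cells seeded into each well / Schedule: 4 h settle plus 2 h compound, 37 °C / Compound: single-point 5 µM / Buffer or medium: cells held in DMEM / Benchmarks: control and blank well means / Evaluation: percent signal gain over controls, blank-subtracted / Measured by: luciferase luminescence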
14-3-3 Bad inh: inhibitors of 14-3-3 zeta/Bad binding, primary screen, biochemical, TR-FRET, bovine 14-3-3 zeta; 220,000 compounds, 0.71% hits; TR-FRET 14-3-3zeta/Dy647-pBad peptide displacement, 1 h; 14-3-3 protein zeta/delta (Bos taurus), P63103; inhibition, % at 21.7 µM;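 active = inhibition above about 70%, limit read from the data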;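 note: 0% = full 14-3-3 plus peptide FRET controls and 100% = background without 14-3-3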
Target sequence (P63103 whole entry, looked up): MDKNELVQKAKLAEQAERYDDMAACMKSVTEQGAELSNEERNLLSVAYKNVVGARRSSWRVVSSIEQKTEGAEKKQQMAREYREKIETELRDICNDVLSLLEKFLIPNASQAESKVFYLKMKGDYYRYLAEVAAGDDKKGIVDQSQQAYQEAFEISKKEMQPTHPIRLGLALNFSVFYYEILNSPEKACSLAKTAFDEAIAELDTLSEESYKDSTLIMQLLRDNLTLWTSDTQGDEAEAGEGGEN
FXIIa inh: human FXIIa protease inhibitors, primary screen, biochemical, 1536-well; purified FXIIa, Boc-QGR-AMC fluorogenic substrate, 2 h; inhibition, % at 5 µM; 220,000 compounds, 0.3% hits; in the data active = inhibition above about 40%;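 note: 0% = enzyme with no compound and 100% = blank without enzyme; many of its hits are not listed in these tables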
p97 inhibitor: inhibitors of human p97 ATPase, primary screen, biochemical; Transitional endoplasmic reticulum ATPase (Homo sapiens), P55072; recombinant p97 ATPase, Kinase-Glo ATP luminescence, 3 h; inhibition, % at 8 µM; 220,000 compounds, 0.42% hits; AID 1481, 2009; in the data active = inhibition above about 15%;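 note: 0% = DMSO vehicle and 100% = wells lacking enzyme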
Target sequence (P55072 whole entry, looked up): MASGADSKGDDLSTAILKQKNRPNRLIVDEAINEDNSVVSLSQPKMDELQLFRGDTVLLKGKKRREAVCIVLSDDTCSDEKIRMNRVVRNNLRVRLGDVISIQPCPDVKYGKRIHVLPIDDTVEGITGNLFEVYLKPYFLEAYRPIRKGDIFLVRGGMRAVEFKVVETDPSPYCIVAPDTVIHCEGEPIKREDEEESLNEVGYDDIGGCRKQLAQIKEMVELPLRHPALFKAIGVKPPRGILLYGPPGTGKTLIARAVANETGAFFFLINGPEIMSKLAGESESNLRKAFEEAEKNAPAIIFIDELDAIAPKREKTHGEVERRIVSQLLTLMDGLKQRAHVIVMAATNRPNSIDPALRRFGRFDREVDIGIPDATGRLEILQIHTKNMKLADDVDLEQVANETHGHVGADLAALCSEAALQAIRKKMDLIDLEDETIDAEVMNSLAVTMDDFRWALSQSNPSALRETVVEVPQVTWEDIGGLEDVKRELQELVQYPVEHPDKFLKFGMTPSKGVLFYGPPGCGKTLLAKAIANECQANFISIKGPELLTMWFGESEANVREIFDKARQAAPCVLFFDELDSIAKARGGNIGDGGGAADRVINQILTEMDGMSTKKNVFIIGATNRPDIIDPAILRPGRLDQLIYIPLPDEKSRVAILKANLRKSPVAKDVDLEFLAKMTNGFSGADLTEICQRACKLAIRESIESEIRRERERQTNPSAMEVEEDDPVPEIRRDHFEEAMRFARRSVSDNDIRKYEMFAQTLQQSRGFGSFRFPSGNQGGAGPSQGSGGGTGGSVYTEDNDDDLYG
Rad51 HR inh: human RAD51 strand exchange inhibitors, primary screen, biochemical, fluorescence | DNA repair protein RAD51 homolog 1 (Homo sapiens), Q06609 | hRad51 DNA strand exchange, fluorescence dequenching | inhibition, % at 10 µM | 200,000 compounds, 0.085% hits | AID 1385, 2008;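 active = inhibition above 40% at the single screening dose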;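 note: 0% = DMSO control wells and 100% = blanks with heterologous ssDNA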
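Material: hRad51 filaments on single-stranded DNA; Reagent: Donor/quencher-labelled 47-bp dsDNA substrate; Compound: 10 µM final, single point; Schedule: 37 °C 15-min filament assembly, 30-min compound preincubation, 15-min exchange; Technique: FRET fluorescence, excitation 485 nm, emission 520 nm; Benchmarks: control wells and blank wells on each plate.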
eIF4E 4G PPI: eIF4E–eIF4G protein interaction inhibitors, primary screen, biochemical, uHTS, TR-FRET, eIF4GI fragment. Eukaryotic translation initiation factor 4E (Mus musculus) + Eukaryotic translation …. TR-FRET eIF4E-eIF4GI(517-606) binding, 2 h. inhibition, % at 21.7 µM. 220,000 compounds, 0.37% hits;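 active = inhibition above about 30%, limit read from the data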;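 note: 0% = full FRET control wells and 100% = background wells lacking eIF4GI fragment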
Wee1 stabilizer: Wee1 degradation inhibitors, primary screen, cell-based, HeLa, Wee1K328M-luciferase, luminescence. 220,000 compounds, 1.2% hits. HeLa Luc-Wee1K328M stability; 100% = proteasome inhibitor MG132 effect. Wee1-like protein kinase (Homo sapiens), P30291. reporter increase, % at 5 µM;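 active = activation above the mean of all tested compounds plus 3 SD, set per screening run, cut at about 8.8% in these data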;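 note: cells exposed to compound for 20 h before luminescence read; 0% = DMSO alone and 100% = MG132 at 30 µM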
FXIa inh 1536: human FXIa protease inhibitors, primary screen, biochemical, 1536-well | 220,000 compounds, 0.14% hits | inhibition, % at 5 µM | purified FXIa, Boc-Glu-Ala-Arg-AMC fluorogenic substrate;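 active = inhibition of at least 40%; inactive = inhibition below 40%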;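 note: fluorescence of freed AMC excited at 355 nm; 0% = enzyme without compound and 100% = no enzyme blank; many of its hits are not listed in these tables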
hK5 inh: human KLK5 protease inhibitors, primary screen, biochemical, 1536-well. recombinant hK5, fluorogenic AMC substrate cleavage. inhibition, % at 5 µM. Kallikrein-5 (Homo sapiens), Q9Y337. AID 873, 2007. 210,000 compounds, 0.59% hits;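 active = inhibition of 40% or more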;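 note: 0% = enzyme controls without compound and 100% = no-enzyme blanks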
An asterisk follows results filed as active; . = no result given; [ ] = another dose, or the depositor's remark.

SMILES	Mdm2 ligase inh	14-3-3 Bad inh	FXIIa inh	p97 inhibitor	Rad51 HR inh	eIF4E 4G PPI	Wee1 stabilizer	FXIa inh 1536	hK5 inh
CC(C)=CCC/C(C)=C/Cc1c(O)ccc(C(=O)/C=C/c2ccc(O)cc2)c1O	.	-7	13	3	6	5	1	5	-8
NC(=O)c1cc(NC(=O)c2cc(Br)c(Br)s2)cc(C(N)=O)c1	-4	2	10	5	3	-2	0	2	4
COc1cc(/C=N/Nc2ccc(C(=O)O)cc2)ccc1O	-66	5	2	2	-37	6	3	-4	-12
CCOc1ccccc1CN1CCN(S(=O)(=O)CC)CC1	.	94*	0	-3	-6	-4	1	-1	-5
c1ccc(-c2csc(Nc3cccnc3)n2)cc1	-21	-9	8	-2	-4	-2	-3	2	9
CC1(CCc2ccccc2)NC(=O)N(Cc2cc([N+](=O)[O-])cc3c2OCOC3)C1=O (stereo not drawn)	-3	-7	9	0	6	2	-2	6	6
Cc1sc2nc(C(C)C)nc(SCC(=O)N3c4ccccc4CC3C)c2c1C (stereo not drawn)	-13	16	2	-5	-1	-4	-2	-7	1
COc1ccccc1C1(O)CC2CCC(C1)N2S(=O)(=O)c1ccc(C(C)=O)cc1 (stereo not drawn)	-15	0	21	1	1	-3[fluorescence artefact?]	2	0	-12
CCN(CC)c1ccc(/C=N/NC(=O)C(O)(c2ccccc2)c2ccccc2)o1	-12	-3	15	4	2	-5	-1	5	-2
N#Cc1cccc(C(c2nnnn2CCc2ccccc2)N2CCN(C3CCCCC3)CC2)c1 (stereo not drawn)	-7	-20	9	-2	8	-5	-2	6	-16
O=C(CSC1=N/C(=C/c2ccco2)C(=O)N1c1ccc(OC(F)F)cc1)NC1CCS(=O)(=O)C1 (stereo not drawn)	13	-11	9	8	-12	11	1	-3	2
Cc1ccc(-c2cc(C(F)F)nc(NCc3cccs3)n2)cc1	9	-5	5	1	14	2	-2	-1	-16
O=S(=O)(NCC(Nc1ccccc1)c1ccccc1)c1ccc(Cl)cc1 (stereo not drawn)	4	-10	4	-4	5	9[fluorescence artefact?]	-2	9	-7
Cc1ccc2c(n1)CC(C)(C)CC2=O	8	-4	22	4	-4	-10	-3	5	-2
COc1ccc(C(C(=O)NC2CCCCC2)N(C(=O)c2sc(C)nc2C)c2ccccc2)cc1 (stereo not drawn)	1	4	6	-4	36	-3[fluorescence artefact?]	-1	20	-6
FC(F)Oc1ccc(NC(=S)NCc2cccnc2)cc1	-3	-18	1	0	-26	-1	-2	-7	-15
Cc1cc(C(=O)COC(=O)c2csc3c2CCCC3)c(C)n1C	-5	-7	18	3	-7	2	-2	8	-13
CC(C)NC(=O)CSc1nnc(C2CC2)n1-c1ccccc1	10	3	20	-1	2	-1	2	2	-11
CC(C)C(=O)Nc1ccc(C(=O)N/N=C/c2cc(Br)cc(Br)c2O)cc1	1	-6	5	0	-40	-3	2	-4	-3
Cc1nn(Cc2ccccc2)c(C)c1NC(=O)c1cc2nc(-c3ccco3)cc(C(F)(F)F)n2n1	-35	.	4	0	-2	.	4	-2	7
O=C(Cn1nnc(-c2cccc(C(F)(F)F)c2)n1)N1CCCCCC1	-2	-3	1	2	.	0	-2	-15	-8
CCc1ccc(OC(C)c2nnc(SCC(=O)Nc3ncccc3C)n2C)cc1 (stereo not drawn)	-1	-5	9	1	.	2	-2	2	-7
C[C@H](N)c1nnc(SCC(=O)c2ccc(Cl)cc2)o1	-15	1	17	1	4	1	0	1	3
COc1ccc(S(=O)(=O)CCC(=O)N2CCN(c3ccccc3F)CC2)cc1	.	9	7	1	.	6	-1	0	.
NC(=O)N/N=C/c1cc(Br)ccc1OC(=O)c1ccccc1	1	-16	7	16*	-3	15	4	0	-12
COc1ccc(CCC(=O)Nc2ccc(-c3noc(-c4ccc(OC)c(OC)c4)n3)cc2)cc1	2	10	3	-1	-2	3	1	4	6
CCCCCNCc1ccc(Br)cc1	-20	3	15	-1	-1	-5	1	2	-12
Cc1ccccc1CN1C[C@@H]2C[C@@H](c3cn[nH]c3-c3ccc(F)cc3)N3CCC[C@@]23C1=O	-4	-4	1	7	-28	1	-1	-6	-8
Cc1cc(NC(=O)c2ccc(F)cc2)n(CCOC(=O)c2ccc(F)cc2)n1	1	-3[fluorescence artefact?]	7	0	7	2	-2	4	2
Cc1onc(-c2c(F)cccc2Cl)c1C(=O)N=C(N)N1CC(C)OC(C)C1 (stereo not drawn)	-6	-2	1	1	8	-7	0	6	-1
CCOc1ccc(/C=N/NC(=O)c2c(-c3ccccc3)noc2C)cc1	-6	-12[fluorescence artefact?]	11	3	.	-2[fluorescence artefact?]	-2	5	-1
Cc1c(OCc2ccc([N+](=O)[O-])cc2)ccc2c3c(c(=O)oc12)CCC3	0	0	0	3	4	1	-2	3	-9
O=C(CCS(=O)(=O)c1ccccc1)Nc1ccc(-c2nc3ccccc3s2)cc1	-16	12	-1	-1	-4	1[fluorescence artefact?]	2	-7	-12
O=C(N/N=C/c1ccncc1)c1cccc(NC(=O)c2ccc(Cl)cc2)c1	0	28	8	2	-7	13	2	-1	-17
O=C(N/N=C/c1ccc(Sc2nc3ccccc3s2)c([N+](=O)[O-])c1)c1ccccn1	-19	.	-2	-4	-8	.	2	-2	-32
N=C1C(c2ccc(Br)cc2)=C(O)C2CCc3ccccc3N12 (stereo not drawn)	-16	-9	18	-6	-6	2[fluorescence artefact?]	-1	5	-12
NC(=O)N/N=C/c1ccc(OCc2cccc(Cl)c2)cc1	-14	-1	-5	3	18	1	-3	-4	-17
NC(=O)C(=O)N/N=C1\CCc2ccccc21	-14	-11	5	6	1	2	-2	8	-2
CCOC(=O)c1ccc(N2C(=O)CC(Nc3ccc(CCO)cc3)C2=O)cc1 (stereo not drawn)	4	-15[fluorescence artefact?]	15	3	-36	-1	5	8	-9
C=C(C)Cn1c(C(C)NC(=O)CCC)nc2ccccc21 (stereo not drawn)	-1	11[fluorescence artefact?]	6	4	-5	-19	-2	-1	-17
COc1cc(C2CC(=O)Nc3n[nH]c(-c4ccccc4)c32)cc(OC)c1OC (stereo not drawn)	.	3	7	8	6	-1	0	-2	-3
CC(=O)Nc1cccc(-c2csc(Nc3ccc(Cl)cn3)n2)c1	-4	29	8	-3	8	-1	1	0	2
FC(F)(F)c1ccc(Cl)c(N/N=C/c2ccc(N3CCOCC3)s2)c1	-3	-18	14	-2	-17	1	-1	4	-15
O=C(O)c1cccc(NC(=S)N/N=C/c2c[nH]c3ccccc23)c1	-19	-17	6	10	35	-5	-5	1	-20
COc1ccccc1Cc1nc(-c2ccc(C)cc2)no1	-18	4	21	0	2	-1	2	19	-15
Cc1ccc(C(=O)Cn2cnc3ccccc3c2=O)cc1	-5	-7[fluorescence artefact?]	5	-7	-1	1	0	0	-7
CCSc1nnc(NC(=O)CSc2nncc(=O)n2N)s1	-5	-8	2	3	11	-3	3	-3	-9
COC(=O)c1ccc(/C=N/OCC(=O)NCCc2ccc(OC)c(OC)c2)cc1	-17	-5	3	-4	-7	-1	2	-3	-6
CCOC(=O)c1ccccc1NC(=O)COC(=O)C(CC(C)C)NC(N)=O (stereo not drawn)	-2	-5	7	4	7	-1	-1	0	-12
COc1ccc(NC(=O)c2ccccc2NC(=O)CSc2ccc(C)cc2)cc1	-16	18	8	2	6	-41	-2	-2	-5
CC(C)C(OC(=O)c1cc2c(s1)CCCCC2)C(=O)NC(N)=O (stereo not drawn)	-12	-1	13	-1	-4	5	6	3	-5
CC(=O)C1CCN(Cc2ccccc2)CC1	-9	-3	14	-3	0	-4	-2	-13	1
CN(C)NC(=S)Nc1cccc(Cl)c1	-18	1	6	8	-4	2	-1	2	-2
Cc1cccc(CSc2ccc3nnc(-c4ccccn4)n3n2)c1	-14	-12	9	-1	-1	2	1	-2	-8
O=C1OCc2ccc(NC(=O)C3CC3)cc21	-9	-5	3	7	.	3	-1	-2	-2
Cn1c(=O)n(CCc2ccccc2)c(=O)c2c1nc1n2CCCN1CCc1ccccc1	5	-12	4	-4	8	3	0	-2	-3
O=C(O)c1ccc(N/C(=N\S(=O)(=O)c2ccc(Cl)cc2)c2ccccc2)cc1	-5	3	64*	0	.	2	0	44*	20
CCOC(=O)c1ccc(CSc2nnc(-c3ccncc3)n2N)cc1	-5	-5[fluorescence artefact?]	17	6	-7	5	-1	19	31
CCCCCC(=O)N/N=C/c1cccs1	-5	2	9	-2	2	1	1	-18	-1
Cc1cccc(C(=O)NNC2=C(C(=O)C(F)(F)F)CCC2)c1O	-12	9	8	1	3	1[fluorescence artefact?]	0	10	-194

The listing continues:
SMILES	Mdm2 ligase inh	14-3-3 Bad inh	FXIIa inh	p97 inhibitor	Rad51 HR inh	eIF4E 4G PPI	Wee1 stabilizer	FXIa inh 1536	hK5 inh
O=C(c1ccccc1)c1ccc(O)cc1O	-31	-1	20	-1	.	0	0	10	.
CC1CC(NC(=O)/C=C/C(=O)O)CC(C)(C)C1 (stereo not drawn)	-17	2	0	3	-8	0	-4	3	5
O=C(CN1C(=O)NC2NC(=O)NC21)N/N=C/c1ccccc1F (stereo not drawn)	4	-5	6	4	.	4	-1	-2	2
CC(C)(C)C(=O)NC1CCN(S(C)(=O)=O)CC1	9	0[fluorescence artefact?]	12	-6	-4	-1	-3	9	-1
COc1ccc(OC)c(S(=O)(=O)Nc2ccccc2C(=O)O)c1	1	41	13	-4	0	2[fluorescence artefact?]	8	2	-1
Cc1ccc(N(Cc2ccco2)C(=O)c2ccc(N3CCCCC3)c([N+](=O)[O-])c2)cc1	-16	-14	12	-5	4	2	2	8	-9

One compound at a time, from the list above.
`CC(C)(C)C(=O)NC1CCN(S(C)(=O)=O)CC1` is listed as Mdm2 ligase inh = 9; 14-3-3 Bad inh = 0[fluorescence artefact?]; FXIIa inh = 12; p97 inhibitor = -6; Rad51 HR inh = -4; eIF4E 4G PPI = -1; Wee1 stabilizer = -3; FXIa inh 1536 = 9; hK5 inh = -1
`COc1ccc(OC)c(S(=O)(=O)Nc2ccccc2C(=O)O)c1` is listed as Mdm2 ligase inh = 1; 14-3-3 Bad inh = 41; FXIIa inh = 13; p97 inhibitor = -4; Rad51 HR inh = 0; eIF4E 4G PPI = 2[fluorescence artefact?]; Wee1 stabilizer = 8; FXIa inh 1536 = 2; hK5 inh = -1
`O=C(CN1C(=O)NC2NC(=O)NC21)N/N=C/c1ccccc1F` (stereo not drawn) is listed as Mdm2 ligase inh = 4; 14-3-3 Bad inh = -5; FXIIa inh = 6; p97 inhibitor = 4; Rad51 HR inh = .; eIF4E 4G PPI = 4; Wee1 stabilizer = -1; FXIa inh 1536 = -2; hK5 inh = 2
